# DAX1 inh-1 = DAX1 (NR0B1) inhibitors, primary screen, cell-based, HEK293, Gal4-DAX1, luciferase luminescence; Nuclear receptor subfamily 0 group B member 1 (Homo sapiens), P51843; HEK293 Gal4-DAX1 luciferase reporter; inhibition, % at 6.75 µM; hit rate 0.99% among 340,000; AID 504766, 2011;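 active means inhibition above the mean over all tested compounds plus 3 SD, cut at about 4.2% in these data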;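 further: 0% = DAX1-transfected cells with DMSO and 100% = empty-vector control cells with DMSO; inhibition shows as a rise in luminescence from relieved DAX1 repression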
# Target sequence (P51843 207-470 limits assumed): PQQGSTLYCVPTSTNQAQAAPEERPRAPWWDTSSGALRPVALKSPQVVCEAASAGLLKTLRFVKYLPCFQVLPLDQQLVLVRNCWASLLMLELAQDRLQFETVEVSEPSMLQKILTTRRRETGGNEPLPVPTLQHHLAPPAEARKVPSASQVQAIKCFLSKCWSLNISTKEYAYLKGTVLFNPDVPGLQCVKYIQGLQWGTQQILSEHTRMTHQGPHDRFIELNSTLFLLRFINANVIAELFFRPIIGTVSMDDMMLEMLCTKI
# ADAM10 inh = human ADAM10 inhibitors, primary screen, biochemical, QFRET, HTS; Disintegrin and metalloproteinase domain-containing protein 10 (Homo sapiens), O14672; recombinant ADAM10, EDANS/DABCYL FRET peptide cleavage, 3 h; inhibition, % at 7 µM; hit rate 0.62% among 370,000; AID 720582, 2013;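 active means inhibition above a per-campaign cutoff equal to the mean of compounds falling between control-based bounds plus 3 SD, cut at about 20% in these data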;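 further: 0% = DMSO wells while the 100% control is not disclosed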
# hgDAF12 agonist = H. glycines DAF-12 receptor agonists, primary screen, cell-based, luminescence, HEK293, GAL4 fusion, UAS-luciferase | Nuclear hormone receptor DAF-12 (Heterodera glycines), GAL4 fusion | HEK293 GAL4-hgDAF12 UAS-luciferase reporter, agonist luminescence; normalized to butyrate control | activation, % at 6.8 µM | hit rate 1.8% among 370,000 | AID 687014, 2013;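 active means activation above a cutoff set at the mean of all screened compounds plus 3 SD, cut at about 10% in these data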;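 further: 0% = DMSO wells and 100% = sodium butyrate wells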
# DAX1 inh-2 = DAX1 (NR0B1) inhibitors on StAR promoter, primary screen, cell-based, luminescence, SF-1 (NR5A1), full-length DAX-1; HEK293T StAR-luciferase reporter, SF-1/DAX-1 repression relief; inhibition, % at 6.8 µM; hit rate 1.1% among 370,000; AID 652010, 2013;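 active means inhibition above the mean over all tested compounds plus 3 SD, cut at about 3.6% in these data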;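 further: 0% = DAX-1 cells with DMSO and 100% = cells lacking DAX-1 with DMSO; higher inhibition means more luminescence from relief of DAX-1 repression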
# GAA850 FXN act = FXN promoter activators, primary screen, cell-based, luciferase luminescence, HEK293 lucGAA850; hit rate 0.56% among 360,000; HEK293 lucGAA850 FXN promoter luciferase reporter, 24 h; percent of 10 µM SAHA response; activation, % at 6 µM;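 active means activation above the average of all compounds screened plus 3 SD, cutoff fixed separately per campaign, cut at about 7.5% in these data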;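 further: 0% = DMSO wells and 100% = 10 µM SAHA wells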
# GC-A act = GC-A stimulated cGMP production enhancers – HEK293 GC-A cells, cGMP TR-FRET, EC30 ANP, primary screen; Atrial natriuretic peptide receptor 1 (Homo sapiens), P16066; 0% at EC30 ANP, 100% saturating ANP; activation, % at 10 µM; hit rate 0.14% among 370,000; AID 1671463, 2021; in the data active means activation above about 40%
# ADAM17 inh = ADAM17 inhibitors, primary screen, biochemical, QFRET | recombinant ADAM17, EDANS/DABCYL FRET peptide cleavage | inhibition, % at 6.95 µM | hit rate 0.83% among 370,000 | AID 720648, 2013;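 active means inhibition above the mean of compounds lying between control limits plus 3 SD, set per campaign, cut at about 8.5% in these data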;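 further: 0% = DMSO-only wells as the low control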
# Target sequence (P78536 215-824 limits assumed): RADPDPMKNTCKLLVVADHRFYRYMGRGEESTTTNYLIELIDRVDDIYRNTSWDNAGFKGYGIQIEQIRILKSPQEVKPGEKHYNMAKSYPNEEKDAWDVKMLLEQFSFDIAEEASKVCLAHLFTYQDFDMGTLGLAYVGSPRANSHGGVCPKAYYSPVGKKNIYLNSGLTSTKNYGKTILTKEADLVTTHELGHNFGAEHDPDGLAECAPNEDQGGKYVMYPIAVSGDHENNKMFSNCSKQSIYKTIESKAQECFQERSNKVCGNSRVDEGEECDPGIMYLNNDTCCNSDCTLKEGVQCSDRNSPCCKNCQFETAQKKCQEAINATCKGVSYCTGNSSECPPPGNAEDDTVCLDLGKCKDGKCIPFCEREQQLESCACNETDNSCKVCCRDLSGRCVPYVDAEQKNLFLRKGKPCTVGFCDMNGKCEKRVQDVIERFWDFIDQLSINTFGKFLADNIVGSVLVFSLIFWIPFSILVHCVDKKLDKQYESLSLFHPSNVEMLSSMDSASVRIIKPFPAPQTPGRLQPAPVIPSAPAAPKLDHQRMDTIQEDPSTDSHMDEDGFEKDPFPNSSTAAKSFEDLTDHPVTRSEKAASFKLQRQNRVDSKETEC
# SMARCA2 activ = SMARCA2 (BRM) function activators, primary screen, cell-based, luminescence, high throughput; hit rate 1% among 370,000; AID 652017, 2013; activation, % at 9.1 µM; MG213 cells, MMTV-luciferase reporter, dexamethasone, overnight; in the data active means activation above about 7.8%;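 further: 0% = vehicle wells and 100% = reference activator wells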
# hcDAF-12 act = H. contortus DAF-12 nuclear receptor activators, primary screen, cell-based, luminescence, HEK293, lit1-tk-luc reporter. HEK293 hcDAF-12 lit1-tk-luc reporter; 0% DMSO, 100% Δ7-dafachronic acid. activation, % at 6.8 µM. hit rate 1.4% among 370,000. AID 652067, 2013;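 active means activation above the mean of all tested compounds plus 3 SD, cut at about 5.5% in these data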;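 further: 100% = response to 3 µM Δ7-dafachronic acid high control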
# PG9 binder = binders of HIV-1 gp120 antibody PG9, primary screen, biochemical, TR-FRET; HIV-1 gp120 / PG9 antibody interaction; TR-FRET gp120-PG9 antibody binding; inhibition, % at 6.7 µM; hit rate 0.43% among 360,000; AID 624416, 2012; in the data active means inhibition above about 8.5%
# ssDAF-12 act = S. stercoralis DAF-12 nuclear receptor activators, primary screen, cell-based, luminescence, HEK293, GRIP1 co-expression, lit1-tk-luc | hit rate 1% among 370,000 | HEK293 ssDAF-12/GRIP1 lit1-tk-luc reporter; % of 3 µM dafachronic acid response | activation, % at 6.8 µM | Nuclear hormone receptor DAF-12 (Strongyloides stercoralis);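 active means activation above the mean over all tested compounds plus 3 SD, cut at about 0.9% in these data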;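 further: 0% = DMSO-only wells and 100% = 3 µM delta7-dafachronic acid wells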
# An asterisk follows results filed as active; . = not tested or not shown.
SMILES,DAX1 inh-1,ADAM10 inh,hgDAF12 agonist,DAX1 inh-2,GAA850 FXN act,GC-A act,ADAM17 inh,SMARCA2 activ,hcDAF-12 act,PG9 binder,ssDAF-12 act
Cc1cc(OCC(=O)O/N=C(\N)Cc2cccs2)ccc1Br,0.2,0,1.4,0.1,-1.6,7,2,4,0.1,-1.4,0.1
O=C(CCN1C(=O)COc2ccccc21)NCCN1CCOCC1,1.1,5,0.3,0.2,-0.5,4,0,1,-0.5,1.9,-1.7
O=C(Nc1ccccc1)C(=O)c1cn(CC(=O)N2CCCCC2)c2ccccc12,0.2,8,0.8,0.0,2.3,8,3,2,-0.4,-1.5,-0.7
COc1ccccc1CNc1ccc(C(=O)O)cc1,-0.5,0,-2.8,-0.4,0.4,0,-3,-3,0.4,-0.4,-1.1
CC1CCC/C(=N\NC(=O)c2ccncc2)C1 (configuration not stated),0.6,9,5.3,-0.2,2.3,0,0,4,-0.1,-2.1,-1.6
Cc1cc(C)nc(Nc2nc(C(N)CCc3ccccc3)cs2)n1 (configuration not stated),.,12,3.5,-0.3,6.7,-3,8,-4,-0.2,-0.4,-1.0
COc1cccc(NC(=O)CSc2nnc(NC(=O)C3CCC3)s2)c1,1.0,2,0.5,0.0,1.4,-1,-1,0,-0.7,-0.9,-1.1
CNC(C)C#Cc1c(-c2cc(OC)c(OC)c(OC)c2)noc1C (configuration not stated),-0.2,-6,0.8,-0.3,1.7,-5,-2,0,2.5,-1.5,-0.4
O=C(NCc1ccc(Cl)cc1)C1CC(O)CN1S(=O)(=O)c1ccc(Cl)cc1 (configuration not stated),2.7,2,-2.2,-0.1,-0.8,3,-1,1,1.4,-0.8,-1.4
CC(OC(=O)c1ccc([N+](=O)[O-])cc1)C(=O)NCC1CCCCC1 (configuration not stated),0.9,-8,1.6,-0.4,2.7,-3,-4,-3,0.4,-0.1,-1.4
COc1ccc2oc(=O)c(-c3nnc(NCc4ccco4)s3)cc2c1,3.8,-306,6.2,0.8,5.2,18,-98,15*,0.9,-1.5,-0.3
CNC(=S)N1N=C(c2ccc(C)cc2)CC1c1ccc(OC)c(OC)c1 (configuration not stated),-1.2,-5,-1.6,-0.2,0.3,2,-1,-2,-0.8,-0.3,-1.7
CCOC(=O)CNC(=O)CN1C(=O)CCSc2ccccc21,1.8,5,2.0,-0.4,0.5,-1,-4,0,-1.1,1.2,-0.8
CC(=O)Oc1ccc(-c2cccc(C(=O)OCC(=O)Nc3ccccc3Oc3ccccc3)c2)cc1,-0.6,3,-1.3,-0.2,2.3,-2,0,-4,0.0,1.3,-1.1
O=C(O)C(Cc1ccccc1)N=Cc1c(O)c2ccccc2oc1=O (configuration not stated),-0.7,8,-1.6,0.0,3.6,-4,-4,-4,-1.1,-0.9,-1.6
CSc1nc(Oc2ccc(=O)n(C)n2)nc(N(C)C)n1,0.9,3,-2.3,-0.6,1.5,2,-5,2,-0.2,-1.7,-0.7
O=C(CCc1nc2ccccc2s1)OCc1ccccc1F,0.3,1,-0.3,1.1,2.4,-3,-2,-2,-2.5,-0.4,-1.4
O=C1c2cccn2CC2Cc3ccccc3N12 (configuration not stated),.,-7,15*,.,.,-2,-2,.,6.5*,.,-0.1
CS(=O)(=O)N(CC(=O)N1CCN(c2ccccc2)CC1)c1cc(C(F)(F)F)ccc1Cl,0.1,8,-0.9,-0.3,0.6,-2,6,-1,-0.8,-1.7,-1.1
CCN(CC)S(=O)(=O)c1ccc(NN=c2c(=O)c3ccccc3c2=O)cc1,-1.6,-3,0.9,-0.8,-0.2,-3,-4,-2,0.2,-1.6,-1.4
COc1ccccc1N1CCN(C(=O)c2cc(-c3ccccc3O)on2)CC1,0.5,6,-0.4,0.1,1.9,0,-1,3,3.2,-1.5,-0.3
Cc1c(C(=O)N2CCC(n3nccc3NC(=O)C3CC3)CC2)[nH]c2ccc(Cl)cc12,-0.4,0,0.4,-0.1,0.8,-1,-2,-2,-2.9,-0.7,-1.3
CCC(CO)Oc1cc(NCc2cccc(F)c2)c2ncn(C(C)C)c2c1 (configuration not stated),-0.9,-25,-2.4,0.2,-0.5,0,-6,-3,-2.4,-1.6,-1.5
CCCOC(=O)Nc1ccc(N2CCCCC2)cc1,1.2,4,15*,5.3*,5.2,1,-1,6,4.5,0.3,0.8
COc1ccc(Cn2c(C)c(C)c(C#N)c2NC(=O)Nc2ccc(Cl)cc2)cc1,-0.4,-2,-1.2,-0.4,0.8,-7,-4,-1,-0.2,2.2,-1.0

# A section taken from the entries so far:
SMILES,DAX1 inh-1,ADAM10 inh,hgDAF12 agonist,DAX1 inh-2,GAA850 FXN act,GC-A act,ADAM17 inh,SMARCA2 activ,hcDAF-12 act,PG9 binder,ssDAF-12 act
Cc1cc(OCC(=O)O/N=C(\N)Cc2cccs2)ccc1Br,0.2,0,1.4,0.1,-1.6,7,2,4,0.1,-1.4,0.1
O=C(CCN1C(=O)COc2ccccc21)NCCN1CCOCC1,1.1,5,0.3,0.2,-0.5,4,0,1,-0.5,1.9,-1.7

# More records
SMILES,DAX1 inh-1,ADAM10 inh,hgDAF12 agonist,DAX1 inh-2,GAA850 FXN act,GC-A act,ADAM17 inh,SMARCA2 activ,hcDAF-12 act,PG9 binder,ssDAF-12 act
C[C@H](NS(=O)(=O)c1ccc(F)cc1)C(=O)OCC(=O)c1c(N)n(C)c(=O)n(C)c1=O,2.0,-8,-1.2,1.4,0.2,6,-3,2,0.4,-0.3,-1.4
Clc1cccc(N2CCN(Cc3nc(-c4ccccc4)no3)CC2)c1,1.4,6,0.5,0.2,0.1,0,2,2,-0.6,-1.8,-1.0
C/C(=N/OCO/N=C(/C)c1ccc(F)cc1)c1ccc(F)cc1,3.0,0,-1.9,0.0,-8.1,5,2,1,-0.6,-2.3,-0.9
CCc1nc2c(OCC(N)=O)cccn2c1N(C)C(=O)C(C)C,.,-5,5.0,-1.2,-2.0,4,-3,-1,-0.1,-0.5,-1.3
O=C(NC1CCCCC1)C1c2ccccc2OCC(=O)N1Cc1ccc2c(c1)OCO2 (configuration not stated),.,-22,-2.6,-0.7,.,-6,-3,-6,-2.4,2.0,-0.5
COc1ccc(C(=O)COC(=O)CNC(=O)c2cccs2)cc1Br,1.8,-2,-0.2,-0.4,1.6,6,-3,1,-1.2,1.8,-1.0
Cc1ccccc1NCCC(=O)Nc1ccc(F)cc1,-0.2,-8,0.3,-0.2,1.2,5,-4,-1,-1.6,-1.6,-1.1
CC(C)CCNC(=O)C1CC2Cn3c(nc4cc(Cl)c(Cl)cc43)C2N1C (configuration not stated),-0.9,3,2.1,0.1,0.5,0,1,-1,-0.1,-0.5,-1.7
Cc1cccc2cc(CNCC3CCCO3)c(Cl)nc12 (configuration not stated),1.3,0,-0.7,-0.2,1.6,3,3,-4,-0.2,-0.6,-1.6
C=C1CCC(N(O)c2cc(C)on2)C(=C)CCC2C1CC2(C)C (configuration not stated),0.0,11,0.1,0.0,0.5,0,2,1,-1.3,-1.9,-0.8
O=C(CSc1nc(-c2ccco2)cc(C(F)(F)F)n1)N1CCSCC1,1.7,-6,-0.4,0.0,-0.7,4,-5,-1,-1.6,0.1,-2.0
Cc1ccccc1OCc1nc2c3cnn(C)c3ncn2n1,1.8,2,1.6,1.5,0.7,8,0,4,-0.9,-1.6,-0.8
Cc1ccc(CC(=O)Nc2cccc(C#N)c2)cc1,-0.2,-2,0.1,-0.5,3.2,18,-3,-3,-1.8,-0.2,-0.8
COc1ccc(-c2cn(Cc3ccc4ccccc4c3)nn2)cc1,-1.4,-1,1.2,0.1,1.6,0,-4,3,-0.2,-1.8,-1.0
COc1ccc(-c2cc(C(F)(F)F)nc(S(C)(=O)=O)n2)cc1OC,-1.6,-3,-3.5,-3.1,17*,.,-4,-11,-0.7,0.0,-0.7
COc1ccccc1C(=O)Nc1ccnn1C1CCN(CCCc2ccccc2)CC1,0.5,5,4.1,0.1,-0.8,-1,-3,3,-0.6,-2.6,-0.9
Cc1ccc(C(=O)N2C(=O)c3cccc(N)c3C2=O)o1,0.1,-4,3.1,-0.1,3.1,5,-6,1,1.2,1.1,-1.1
COc1ccc(C)cc1N(CC(=O)O)S(=O)(=O)c1ccc(C)cc1,1.4,-9,-1.4,-0.8,-2.5,2,-4,-1,0.7,2.6,-1.4
CC(C)n1c(SCC(=O)Nc2ccccc2N2CCOCC2)nc2c1c(=O)n(C)c(=O)n2C,0.5,-1,-4.7,-0.5,4.2,-6,-4,0,-1.4,-0.4,-1.1
Cc1ccc(C(=O)NC(=S)N2CCN(C(=O)OC(C)(C)C)CC2)cc1Br,-0.9,5,-0.3,-0.3,0.9,1,-7,0,-0.2,1.6,-1.4
CN(C)c1ccc(C(CC(=O)O)NC(=O)c2ccc(Cl)cc2)cc1 (configuration not stated),1.3,2,-0.8,-0.2,-1.2,1,-1,0,0.4,-0.1,-1.1
CCSc1nc2c(c(=O)[nH]c(=O)n2C)n1C,0.7,1,1.5,-0.8,1.2,6,-3,-1,-1.6,-1.5,-0.4
CC(C)N(C(=O)CSc1nnc(CSc2ncccn2)n1C)C(C)C,0.1,-2,0.8,1.4,2.0,0,-3,-4,0.9,1.4,-0.9
O=C(Nc1ccccc1Cl)C(Cl)C(=O)c1ccccc1 (configuration not stated),-0.2,0,-1.3,0.3,2.7,5,0,-1,1.2,-1.1,-0.8
Cc1ccccc1CSc1nnc(C)c(=O)n1N,-0.5,14,8.1,0.8,-1.8,1,-1,1,-0.8,-0.4,-1.7
Cc1c(Cl)c([N+](=O)[O-])nn1CCCC(=O)Nc1sc2c(c1C#N)CCC2,0.1,5,-1.2,0.0,-0.3,-4,1,-2,-0.8,-2.3,-1.2
O=C(CSCc1ccccc1Cl)NNC(=O)c1ccccc1,0.0,2,3.4,0.9,2.8,1,-1,1,0.5,-0.9,-0.3
COc1ccc(/C=C/C(=O)NCc2ccc(F)cc2)cc1S(=O)(=O)N1CCOCC1,0.0,-4,-2.1,-0.8,-0.8,0,-4,2,-2.0,-0.1,-1.4
CCCCN1CCN(C(=O)c2ccc(CNC(=O)c3cccc(Br)c3)cc2)CC1,.,-1,-3.1,-0.7,.,-1,-1,2,-1.7,.,-1.0
COc1ccc(C(=O)NC2CCN(S(=O)(=O)c3ccc(C)cc3)CC2)cc1,0.1,0,-1.3,0.1,0.2,-1,-1,-4,-1.6,-1.6,-1.1

# Source: PubChem (several laboratories)
